Source: PubChem BioAssay
KB-3-1 cytotox: qHTS assay for MDR1-selective chemotherapeutics: Primary screen using the parental adenocarcinoma cell KB-3-1. AID 1347075, 2019. 400,000 tested, 1.4% active. KB-3-1 viability, CellTiter-Glo ATP luminescence, 72 h. Potency, µM (doses to about 46.1 µM), without a hit: top-dose activity change, negative = cytotoxic, actives largely listed as cytotoxic; also: potency is read from the fitted curve at half-maximal effect; % is scaled to controls: 0 for no effect and ±100 for the full control effect; nearly all actives have a fitted effect of over 60% in size
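Cells are dispensed, compounds pinned in, plates held at 37 °C for 72 h, then CellTiter-Glo is added and luminescence read after 10 minutes. Cell line: parental KB-3-1 in phenol-red-free DMEM, 10% FBS.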
HT1080-NT tox: qHTS for induction of synthetic lethality in tumor cells producing 2HG: qHTS for the HT-1080-NT fibrosarcoma cell line; 360,000 tested, 1.6% active; Potency, µM (series often up to 46.1 µM), for inactives: at the top dose activity, negative = less viability, usual class: cytotoxic; HT-1080-NT fibrosarcoma viability, CellTiter-Glo ATP luminescence, 48 h;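 also: NT is the 2HG producing partner of a matched IDH1 knockdown line; potency is read from the fitted curve at half-maximal effect; 0% = DMSO-treated cells and -100% = media-only wells without cells; nearly all actives have a fitted effect of over 55% in size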
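A 48-hour cytotoxicity screen used HT-1080-NT cells plated 2 hours before compound delivery. ATP-based CellTiter-Glo luminescence measured viability, normalized to DMSO and no-cell controls.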
HT1080 IDH1KD tx: qHTS for induction of synthetic lethality in tumor cells producing 2HG: qHTS for the HT-1080-IDH1KD cell line; HT-1080 IDH1 knockdown viability, ATP luminescence, 48 h; Potency, µM (doses to about 46.1 µM), without a hit: at the highest dose activity, negative = toxicity, hits mostly cytotoxic; 360,000 tested, 2% active; AID 686971, 2013;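 also: potency is read from the fitted curve at half-maximal effect; 0% = DMSO wells and -100% = cell-free medium wells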
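HT-1080-IDH1KD cells (IDH1 knocked down), 750/well in RPMI with 5% FBS, treated with compound 48 h at 37 degrees C. Viability by CellTiter-Glo luminescence, normalised to DMSO and no-cell wells; concentration-response curves classed.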
SW480 rerep: A quantitative high throughput screen for small molecules that induce DNA re-replication in SW480 colon adenocarcinoma cells. SW480 DNA re-replication, Hoechst DNA content imaging, 48 h. Potency, µM (doses to about 46.1 µM), without a hit: top-dose re-replication activation, hits mostly activators. 340,000 tested, 1.8% active. AID 624297, 2012; also: potency is read from the fitted curve at half-maximal effect; % of control where 0% means no effect; nearly all actives have a fitted effect of over 55% in size
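Compounds, transferred as 23 nL by pin tool, were incubated with cells for 48 hr; DNA content per nucleus was then quantified by Hoechst staining and fluorescence plate imaging.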
IL-1B inflam inh: qHTS for Inhibitors of Inflammasome Signaling: IL-1-beta AlphaLISA Primary Screen. activity change, % at 57.5 µM. THP-1 LPS/ATP IL-1B secretion, AlphaLISA, 16 h; active compounds read low. 360,000 tested, 4.7% active. AID 743279, 2014; in the data active = activity change below about -50%; inconclusive = mostly about -30% to -49%; also: % is scaled to controls: 0 for no effect and ±100 for the full control effect
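THP-1 cells pretreated 1 hr with compounds (up to 57.5 uM final), then stimulated with LPS (250 ng/mL final) plus ATP (1.25 mM final); secreted IL-1B measured by AlphaLISA after 16 hr, decreased signal indicating inhibition.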
KB-V1 MDR tox: qHTS assay for MDR1-selective chemotherapeutics: Primary screen using the drug-selected MDR subline cells KB-V1; KB-V1 MDR cells viability, CellTiter-Glo, 72 h; 400,000 tested, 3.4% active; Potency, µM (highest dose often 46.1 µM), for inactives: at the top dose activity change, negative = cytotoxicity, hits mostly cytotoxic; also: potency is read from the fitted curve at half-maximal effect; % is scaled to controls: 0 for no effect and ±100 for the full control effect; nearly all actives have a fitted effect of over 60% in size
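Following 72 h at 37 degrees C with compound, KB-V1 cell viability was read by CellTiter-Glo luminescence, medium being phenol-red-free DMEM plus 10% FBS; concentration-response parameters came from normalized, curve-fitted qHTS data.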
WRN helicase inh: qHTS for Inhibitors of WRN Helicase; 360,000 tested, 0.46% active; AID 651768, 2012; WRN helicase unwinding, fluorescent forked duplex, kinetic; Potency, µM (series often up to 114 µM), for the others: at the top dose activity change, negative = inhibition, usual class: inhibitors; also: potency is read from the fitted curve at half-maximal effect; % is scaled to controls: 0 for no effect and ±100 for the full control effect; nearly all actives have a fitted effect of over 55% in size
Target sequence (Q14191 whole entry, looked up): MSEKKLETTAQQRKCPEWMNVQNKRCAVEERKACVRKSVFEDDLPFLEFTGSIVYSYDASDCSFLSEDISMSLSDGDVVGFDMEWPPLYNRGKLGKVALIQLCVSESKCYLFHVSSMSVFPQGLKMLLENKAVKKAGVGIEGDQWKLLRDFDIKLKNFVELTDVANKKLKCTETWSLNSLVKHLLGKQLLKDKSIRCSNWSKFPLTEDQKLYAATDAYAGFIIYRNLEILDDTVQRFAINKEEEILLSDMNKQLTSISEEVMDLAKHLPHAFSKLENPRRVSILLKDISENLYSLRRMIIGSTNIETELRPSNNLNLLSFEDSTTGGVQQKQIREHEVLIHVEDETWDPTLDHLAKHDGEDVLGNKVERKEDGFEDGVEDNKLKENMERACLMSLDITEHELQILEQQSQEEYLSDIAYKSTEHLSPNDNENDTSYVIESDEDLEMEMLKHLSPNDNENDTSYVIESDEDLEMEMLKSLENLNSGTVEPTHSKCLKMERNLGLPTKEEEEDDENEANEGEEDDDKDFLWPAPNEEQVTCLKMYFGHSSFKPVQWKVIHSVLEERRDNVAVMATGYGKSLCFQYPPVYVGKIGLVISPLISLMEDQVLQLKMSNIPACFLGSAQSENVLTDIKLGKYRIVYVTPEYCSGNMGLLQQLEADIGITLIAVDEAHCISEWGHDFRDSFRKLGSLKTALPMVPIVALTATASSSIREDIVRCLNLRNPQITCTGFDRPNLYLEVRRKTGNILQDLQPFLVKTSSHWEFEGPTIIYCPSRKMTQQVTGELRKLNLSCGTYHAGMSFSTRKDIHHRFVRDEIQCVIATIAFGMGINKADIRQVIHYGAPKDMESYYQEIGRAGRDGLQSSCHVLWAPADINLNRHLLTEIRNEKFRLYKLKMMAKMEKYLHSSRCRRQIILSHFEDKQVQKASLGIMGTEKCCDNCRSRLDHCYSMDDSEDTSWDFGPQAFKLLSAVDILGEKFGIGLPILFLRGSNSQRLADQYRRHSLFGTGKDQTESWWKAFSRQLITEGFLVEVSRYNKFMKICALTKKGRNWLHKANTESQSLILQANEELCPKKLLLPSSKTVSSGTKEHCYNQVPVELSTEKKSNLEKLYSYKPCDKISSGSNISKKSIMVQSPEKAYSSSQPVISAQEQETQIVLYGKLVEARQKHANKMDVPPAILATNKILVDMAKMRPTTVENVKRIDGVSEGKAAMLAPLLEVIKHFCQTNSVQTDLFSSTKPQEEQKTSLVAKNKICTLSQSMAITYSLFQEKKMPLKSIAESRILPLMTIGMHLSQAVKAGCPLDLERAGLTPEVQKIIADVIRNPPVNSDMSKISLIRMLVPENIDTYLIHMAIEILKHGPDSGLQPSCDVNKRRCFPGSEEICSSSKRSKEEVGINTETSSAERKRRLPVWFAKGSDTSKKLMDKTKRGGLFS
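WRN at 20 nM final was preincubated with compound for 15 min at room temperature; reaction started with 100 nM forked duplex oligonucleotide carrying fluorophore and quencher plus 2 mM ATP (final). Unwinding followed kinetically by red fluorescence (ex 525/em 598 nm).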
MCF10A rereplic: A quantitative high throughput screen for small molecules that induce DNA re-replication in MCF 10a normal breast cells; MCF 10A DNA re-replication, Hoechst nuclear intensity, 48 h; Potency, µM (titrated, usually from 46.1 µM), for inactives: top-dose activity, positive = re-replication, actives largely listed as activators; 350,000 tested, 2.9% active; also: potency is read from the fitted curve at half-maximal effect; % of control where 0% means no effect; nearly all actives have a fitted effect of over 50% in size
ATXN2 expr inh: Primary qHTS for Inhibitors of ATXN expression; 360,000 tested, 0.72% active; Potency, µM (doses to about 57 µM), for inactives: at the top dose activity change, negative = inhibition, most hits filed as inhibitors; AID 1745845, 2022; HEK-293 ATXN2-luciferase reporter, luminescence, 24 h; also: potency is read from the fitted curve at half-maximal effect; % is scaled to controls: 0 for no effect and ±100 for the full control effect; nearly all actives have a fitted effect of over 55% in size
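ATXN2-luciferase reporter cells (luciferase flanked by upstream and downstream ATXN2 gene portions) were treated 24 h at 37 °C with compounds at up to 57 uM. SteadyGlo luminescence gave expression; GF-AFC fluorescence gave viability.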
Starred values were filed as active, the others as inactive; ? = inconclusive; nt = no result given; [ ] = remark or other dose. Unless noted, calls follow the shape of the dose curve; as a rule, active = well fitted curve in the direction sought with a large enough effect; inconclusive = small, poorly fitted or top-dose-only effect, or another doubt; inactive = no such curve, though single readings can be large; an effect the other way counts as inactive or inconclusive.

canonical_smiles	IL-1B inflam inh	HT1080 IDH1KD tx	KB-3-1 cytotox	SW480 rerep	MCF10A rereplic	KB-V1 MDR tox	WRN helicase inh	HT1080-NT tox	ATXN2 expr inh
Cc1cc(=O)n2nc(N3CCC(C(=O)Nc4cccc(Cl)c4C)CC3)sc2n1	-11	2%	22%	-6%	-2%	28%	-10%	-1%	0%
O=c1oc2ccccc2n1Cc1cccc(F)c1	37	0%	-24%	-47%	0%	-15%	-2%	-9%	nt
CCCCCC(=O)Nc1nc2ccccc2[nH]1	13	?	23µM*	?	21%	?	-5%	?	31%[activator]
CCc1cc2cc3c(cc2nc1SCC(=O)Nc1c[nH]c(=O)[nH]c1=O)OCO3	4	2%	-6%	-7%	1%	20%	8%	14%	21%
CCc1nc2c(OCC(=O)C(C)(C)C)cccn2c1N(C)C(=O)c1ccccc1F	32	12%	0%	nt	nt	-3%	-8%	-6%	-1%
CCNC(=O)C(CCSC)NS(=O)(=O)c1ccc(C)cc1 (stereo unspecified)	14	12%	-5%	4%	0%	3%	6%	9%	3%
O=C(Nc1cc(S(=O)(=O)N2CCOCC2)ccc1Cl)c1ccncc1	4	-1%	0%	-3%	-1%	-15%	-11%	8%	8%
COc1cc(C[C@H](C)[C@H](C)Cc2ccc3c(c2)OCO3)ccc1O	-12	5%	17%	-2%	?	4%	-4%	1%	-37%
CCOC(=O)c1c(-c2ccc(C)o2)csc1N	-11	-1%	-9%	-2%	10%	-1%	-5%	0%	-4%
O=C(O)CC1SC(=O)N(CC(=O)c2ccccc2)C1=O (stereo unspecified)	5	17%	-2%	-8%[9.22 µM]	-3%	-4%	-30%	30%	14%

A draw from above in order of heavy-atom count, high to low.
canonical_smiles	IL-1B inflam inh	HT1080 IDH1KD tx	KB-3-1 cytotox	SW480 rerep	MCF10A rereplic	KB-V1 MDR tox	WRN helicase inh	HT1080-NT tox	ATXN2 expr inh
CCc1nc2c(OCC(=O)C(C)(C)C)cccn2c1N(C)C(=O)c1ccccc1F	32	12%	0%	nt	nt	-3%	-8%	-6%	-1%
O=C(O)CC1SC(=O)N(CC(=O)c2ccccc2)C1=O (stereo unspecified)	5	17%	-2%	-8%[9.22 µM]	-3%	-4%	-30%	30%	14%
O=c1oc2ccccc2n1Cc1cccc(F)c1	37	0%	-24%	-47%	0%	-15%	-2%	-9%	nt

Additional entries follow:
canonical_smiles	IL-1B inflam inh	HT1080 IDH1KD tx	KB-3-1 cytotox	SW480 rerep	MCF10A rereplic	KB-V1 MDR tox	WRN helicase inh	HT1080-NT tox	ATXN2 expr inh
COc1cccc(OC)c1Nc1nc(C)nc2c1nnn2Cc1ccccc1Cl	9	12%	12%	-6%	0%	?	1%	5%	-13%
COC(=O)\C(C(C)=O)=C(/C=C/C=C/C=C/N(C)C)N(C)C	10	6%[9.24 µM]	-12%	-7%	-1%	-8%	21µM*	11%	-4%
CCn1nc(CC(=O)Nc2nnc(CC(=O)N3CCCCC3)s2)c2ccccc2c1=O	32	-2%	16%	-5%	11%	18%	-9%	4%	2%
COc1ccccc1N1CCN(C(=O)c2cc3n(n2)C(C(F)(F)F)CC(c2ccco2)N3)CC1 (stereo unspecified)	-15	-10%	-4%	0%	-13%	0%	0%	-7%	1%
Cc1cccc(C)c1NC(=O)C1C(c2ccc3c(c2)OCO3)=Nc2ccccc2N1C(=O)c1ccccn1 (stereo unspecified)	40	-8%	?	nt	nt	?	0%	-11%	nt
O=Cc1ccc(OCC(=O)NCC2CCCO2)cc1 (stereo unspecified)	2	9%	6%	-11%	3%	19%	11%	9%	4%
COCCCn1c(SCC(=O)Nc2ccc(C(=O)OC)cc2)nc2ccccc2c1=O	5	-15%	-4%	-4%	2%	-3%	1%	-6%	-11%
COc1ccc(C(C)(NC(C)=O)c2nc(-c3cccc4cccnc34)cs2)cc1 (stereo unspecified)	-2	2%	0%	nt	nt	-1%	-3%	18%	-16%
O=C(c1ccc(Cl)c([N+](=O)[O-])c1)N(Cc1ccc(Cl)cc1)C1CCS(=O)(=O)C1 (stereo unspecified)	-88*	?	-1%	-3%	24%	-12%	-27%[57.1 µM]	?	?
COc1ccc(C(=O)NC(=O)N2CCCCC2)cc1	7	16%	11%	-8%	?	14%	-4%	14%	4%
CC1(C(=O)O)CCC(C(=O)NNC(=O)c2ccccc2Cl)C1(C)C (stereo unspecified)	nt	7%	5%	0%	4%	0%	-5%	8%	21%
COCCSc1nnc(NC(=O)C2CC(=O)N(c3ccccc3)C2)s1 (stereo unspecified)	71	19%	4%	-4%	-3%	4%	8%	11%	nt
Cc1sc(NC(=O)CN2CCCC2)nc1-c1ccc2c(c1)CCN2C(=O)c1ccc(F)cc1	-16	?	-14%	-5%	4%	14%	-9%	-26%	-10%
CCn1c(=O)cc(SCC(=O)NCc2cccnc2)c2ccccc21	18	-3%	-1%	1%	-9%	6%	8%	-1%	32%
Cc1cccc(-c2nc(CS(=O)CC(=O)NCCCSC3CCCCC3)c(C)o2)c1 (stereo unspecified)	7	0%	0%	-2%	1%	-5%	-3%	-2%	-2%
CCCCN(C=O)c1c(CC)nc2ccc(C(=O)NCCc3ccccn3)cn12	-5	29%	0%	nt	nt	1%	4%	4%	4%
Cc1cc2c(cc1C)-c1nnnn1C(N1CCC(Cc3ccccc3)CC1)C(=O)N2 (stereo unspecified)	-1	?	?	nt	nt	?	-6%	?	nt
Cc1ccc(CNC(=O)C2CCCN(c3nc(C)cc(C)n3)C2)cc1 (stereo unspecified)	14	-2%	-4%	-34%[inhibitor]	-13%	-3%	-5%	1%	20%
NC(=O)C(c1ccccc1)c1ncc(C(F)(F)F)cc1Cl (stereo unspecified)	-7	26%	3%	-4%	-190%[0.0737 µM]	?	-10%	6%	-2%
COc1ccc(C2(c3ccc(OC)cc3)NC(=O)N(CC(=O)Nc3ccc(C(N)=O)cc3)C2=O)cc1	48	-12%	-3%	2%	16%	12%	-13%	-17%	1%
COC(=O)Nc1ccccc1C(=O)N1CCN(c2ccc(C)cc2)CC1	7	2%	0%	-7%	5%	?	-9%	1%	42%[activator]
CCC(C)NC(=O)C(Cc1ccccc1)n1cccc1 (stereo unspecified)	-16	0%	-1%	-2%	0%	5%	-7%	-9%	-13%
CCc1cc(C(=O)Cc2ccc(F)cc2)c(O)cc1O	44	?	?	-2%	9%	16µM*	-10%	?	2%
COc1ccccc1CNS(=O)(=O)CCNCc1ccco1	-5	0%	5%	-2%	?	-26%	0%	10%	2%
Cc1cc(NC(=O)CN2C(=O)NC(CCc3ccccc3)C2=O)no1 (stereo unspecified)	13	4%	-2%	?	0%	?	7%	-2%	-1%[11.3 µM]
NC(=O)c1cc([N+](=O)[O-])ccc1NCc1ccc(O)cc1	-22	?	0%	?	?	-1%	-3%	?	-16%
CC(=O)c1ccc(N2Cc3ccccc3C3(CCOCC3)C2=N)cc1	0	4%	?	-29%	2%	-9%	14%	?	nt
Cc1ccc2nc(SC(C)C(=O)NC3CCCc4ccccc43)[nH]c2c1 (stereo unspecified)	0	-17%	0%	nt	?	21µM*	-22%	-1%	-24%
CCCc1ccc(C2=Nn3c(nnc3C(C)C)SC2)cc1	-91*	?	-4%	-13%	5%	-4%	-14%	?	?
COC(=O)[C@]1(C)N[C@H](CN(C)C(=O)Nc2ccc(OC)cc2)[C@@H]2C(=O)N(Cc3ccccc3)C(=O)[C@@H]21	-4	3%	10%	37%	-36%[inhibitor]	17%	5%	8%	1%
CCN(CC)CCNCC1C(=O)O[C@@H]2C[C@@]3(C)CCC[C@H](C)C3=C[C@H]12 (stereo partly specified)	nt	16µM*	?	14%	?	?	-7%	?	-37%
CCOc1ccc(S(=O)(=O)n2cnc3cc(C)c(C)cc32)cc1	-19	?	-6%	13%	?	?	2%	?	?
Cn1cccc1/C=C1\SC(=S)N(NC(=O)c2cccc(Cl)c2)C1=O	-8	9%	2%	2%	-2%	?	-8%	7%	5%
Cc1oc(C(=O)O)cc1COc1ccc2c3c(c(=O)oc2c1)CCC3	20	9%	7%	1%	11%	8%	-17%[57.1 µM]	11%	nt
C[C@H]1CN([C@@H](C)CO)C(=O)CCCn2cc(nn2)CO[C@@H]1CN(C)S(=O)(=O)c1ccc2c(c1)OCCCO2	26	0%	-1%	nt	nt	-5%	1%	10%	4%
CCCn1c(NC(=O)c2cccc(S(=O)(=O)N3CCCC3)c2)nc2ccccc21	-92*	?	16µM*	?	18µM*	16µM*	-10%	?	16µM*
COc1ccc(S(=O)(=O)N2CCCCC2)cc1NC(=O)CNc1ccccc1C(C)=O	19	-1%	-7%	0%	?	?	-2%	-6%	-20%
O=C(Nc1nc(-c2nc3ccccc3s2)cs1)C1CC1	-6	-5%	-11%	?	10%	-11%	-9%	2%	75%[activator]
Cc1cc(OC(=O)Cc2cccc3ccccc23)c([N+](=O)[O-])c(=O)[nH]1	11	3%	2%	-72%[inhibitor]	3%	5%	-1%	18%	3%
COc1ccc(C(=O)C[C@@H]2OC[C@H](C)N2S(=O)(=O)c2ccc(C)cc2)cc1OC	3	-5%	-23%	nt	nt	?	-1%	0%	nt
